# Screening data: PubChem, The Scripps Research Institute Molecular Screening Center
# MITF inh – blocks human microphthalmia-associated transcription factor | O75030 | AlphaScreen MITF homodimerization, bead proximity signal | inhibition, % at 2.6 µM | 0.91% of 650,000 active | AID 1259374; in the data active = inhibition above about 50%;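 also: 0% = vehicle wells with protein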
# GPR151 activ – human GPR151 activation; Q8TDV0; PathHunter beta-arrestin GPR151 cells, luminescence; activation, % at 11.2 µM; 1% of 650,000 active; AID 1508602; in the data active = activation above about 4.9%;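 also: 0% = median of compound wells and 100% = cells with positive control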
# Target sequence (Q8TDV0 whole entry, looked up): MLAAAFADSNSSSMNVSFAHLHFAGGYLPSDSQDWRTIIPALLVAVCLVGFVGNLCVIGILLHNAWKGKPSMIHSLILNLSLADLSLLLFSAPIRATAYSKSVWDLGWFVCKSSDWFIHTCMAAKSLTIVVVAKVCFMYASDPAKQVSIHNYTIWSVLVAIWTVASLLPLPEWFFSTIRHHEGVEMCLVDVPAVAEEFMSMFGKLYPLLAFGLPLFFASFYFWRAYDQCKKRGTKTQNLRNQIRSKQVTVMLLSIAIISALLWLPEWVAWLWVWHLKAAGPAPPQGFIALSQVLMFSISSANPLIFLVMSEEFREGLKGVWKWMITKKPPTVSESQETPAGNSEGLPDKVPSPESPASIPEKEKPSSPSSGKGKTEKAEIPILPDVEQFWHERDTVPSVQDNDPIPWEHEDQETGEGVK
# TEAD-YAP block – TEAD-YAP interaction inhibition; HEK-TIYL cells, TEAD-Gal4/YAP UAS-luciferase luminescence; inhibition, % at 9.12 µM; 1.4% of 640,000 active; AID 1259422; in the data active = inhibition above about 32%;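 also: 0% = median of test compound wells and 100% = reference inhibitor wells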
# FBW7 act – activators of human E3 ligase FBW7. Q969H0. AlphaScreen FBW7–phospho-cyclin E peptide binding, activator screen. normalized activity (activation), % at 26.1 µM. 0.13% of 650,000 active; in the data active = normalized activity above about 1.9%;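 also: purified mutant Fbw7 with reduced substrate affinity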
# Target sequence (Q969H0 whole entry, looked up): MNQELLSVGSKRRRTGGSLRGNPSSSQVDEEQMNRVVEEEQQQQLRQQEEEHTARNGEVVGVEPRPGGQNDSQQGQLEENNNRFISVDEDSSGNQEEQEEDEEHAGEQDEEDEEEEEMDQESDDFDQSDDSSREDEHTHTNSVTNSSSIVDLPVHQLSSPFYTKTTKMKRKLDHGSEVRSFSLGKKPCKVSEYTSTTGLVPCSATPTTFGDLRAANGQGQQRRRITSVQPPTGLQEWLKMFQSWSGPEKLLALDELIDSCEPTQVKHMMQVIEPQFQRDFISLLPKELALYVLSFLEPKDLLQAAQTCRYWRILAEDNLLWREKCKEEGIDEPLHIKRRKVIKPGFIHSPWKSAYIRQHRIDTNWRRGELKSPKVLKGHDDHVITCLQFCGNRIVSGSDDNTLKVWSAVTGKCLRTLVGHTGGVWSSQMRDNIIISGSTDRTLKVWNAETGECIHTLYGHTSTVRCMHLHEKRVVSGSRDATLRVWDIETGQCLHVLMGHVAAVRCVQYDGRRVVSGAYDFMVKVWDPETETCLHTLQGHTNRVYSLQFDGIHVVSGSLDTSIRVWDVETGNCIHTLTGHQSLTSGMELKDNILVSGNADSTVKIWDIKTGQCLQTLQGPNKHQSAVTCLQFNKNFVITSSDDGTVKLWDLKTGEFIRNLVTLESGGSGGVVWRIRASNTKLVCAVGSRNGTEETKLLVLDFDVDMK
# Numbers without * were called inactive; · = not tested or not shown.
SMILES,MITF inh,GPR151 activ,TEAD-YAP block,FBW7 act
Cc1cccc(Nc2nc(-c3ccccc3)cs2)c1,-1,0.0,-69,0.2
Cn1c(SCC(=O)c2ccc3c(c2)NC(=O)CO3)nnc1-c1ccc(O)cc1,-6,-0.1,3,-0.1
Oc1c(Br)cc(Br)cc1-c1nc2ccccc2s1,-7,-1.0,-18,0.5
COc1ccc(S(=O)(=O)Nc2ccc(Br)cc2)cc1Cl,10,4.3,-2,0.1
Cc1noc(C)c1S(=O)(=O)NC1CCN(Cc2ccccc2)CC1,12,0.5,17,0.7
Cc1ccc(-c2nnc(Nc3ccc4c(c3)ncn4-c3ccc(C)cc3)c3ccccc23)cc1,0,0.5,14,-0.1
COC(=O)Cn1cnc2c(nc3n2CCCCC3)c1=O,9,-0.5,5,0.2
CCOC(=O)c1c(NC(=O)COc2ccc(Cl)cc2C)sc(C(N)=O)c1C,24,-0.1,-8,0.0
COc1cccc(N2CC(NC(=O)N3CCC(C(N)=O)CC3)CC2=O)c1 (stereo not drawn),2,2.0,4,-0.5
CNC(=O)c1ccc(N(C)S(=O)(=O)c2ccc(C)cc2)cc1,1,0.8,2,-0.1
C/C(=N\NC(=O)c1ccc(Br)cc1)c1ccccc1O,4,-0.8,4,-0.3
Cc1ccc(/C(O)=C2/C(=O)C(=O)N(CCCn3ccnc3)C2c2cccc(Br)c2)cc1 (stereo not drawn),3,1.2,6,-0.1
O=C(O)c1ccc(-c2ccccc2)[nH]c1=O,-3,0.5,-1,-0.1
O=C(NCCN1CCOCC1)c1ccc(N2CCC(NCCc3ccncc3)CC2)cc1,-6,0.1,-10,0.0
C/C(=N\NC(=O)CNC(=O)C(c1ccccc1)c1ccccc1)c1cc(O)ccc1O,2,-1.5,-13,0.1
CCCCC[C@@H](O)CC[C@H]1[C@H](O)CC(=O)[C@@H]1CCCCCCC(=O)O,22,1.9,·,·
COc1ccc(CCNC(=O)Nc2ccc3c(c2)CCC(=O)N3Cc2ccccc2)cc1,0,2.8,23,0.0
O=C1N[C@@H](Cc2cnc[nH]2)C(=O)N2CCN(C(=O)c3cc(Cl)cc(Cl)c3)C[C@H]12,2,0.5,3,-0.7
O=C(N/N=C/c1ccco1)c1ccc(CN2CCc3ccccc3C2)cc1,-10,0.7,-8,-0.1
CCC(C)NC(=O)C(CCSC)NS(=O)(=O)c1ccccc1F (stereo not drawn),-5,-1.1,-4,0.3
CCCOc1ccc(N2C(=O)CC(N(C)CCc3ccc(OC)c(OC)c3)C2=O)cc1 (stereo not drawn),5,-0.4,-1,-0.1
Cc1cccc2[nH]c(-c3ccc(NC(=O)c4ccc(N)cc4)cc3)nc12,9,1.4,-50,0.1
CCOC(=O)C1(CC2CCCCO2)CCN(Cc2nccn2-c2cccc(C)c2)CC1 (stereo not drawn),-1,-1.2,-14,0.0
Cc1ccc(S(=O)(=O)N2CC=C(C(=O)NCc3ccccc3Cl)CC2)cc1,-4,-0.4,1,-0.1
CN1C(=O)c2ccc(C(=O)Nc3cccc(C(=O)O)c3)cc2C1=O,3,-7.7,-2,-0.1
CCOC(=O)C1(CC2CCCCO2)CCN(S(=O)(=O)c2c(C)nn(C)c2C)CC1 (stereo not drawn),0,0.4,-1,0.0
CSc1ccc(COC(=O)[C@H](C)N=C2NS(=O)(=O)c3ccccc32)cc1,-45,-0.9,11,-0.2
CCCc1ccc(OCC(=O)Nc2ccc(N3CCOCC3)cc2)cc1,20,0.0,-7,0.3
C/C(=N\NC(=O)c1ccccc1Cl)c1ccc(C)cc1,3,0.1,-14,0.0
CC1CCCCC1NC(=O)C1CCC(Cn2c(=S)[nH]c3ccsc3c2=O)CC1 (stereo not drawn),35,0.7,2,0.1
COc1ccc2c(c1)OCC1=C2CCC2(C)C(=O)CC=C12 (stereo not drawn),20,-1.6,20,0.3
COc1ccccc1/C=C1\N=C(c2ccc(Br)o2)OC1=O,3,2.2,13,0.1
COc1cc(OC)c(OC)c(OC)c1C=O,0,0.3,-1,0.0
COc1ccccc1NC(=O)CCn1nc(-c2ccccc2)c2ccccc2c1=O,-6,0.0,7,0.0
O=C1c2cccc3c(N4CCCC4)ccc(c23)C(=O)N1c1ccccc1,-1,1.1,7,-0.1
COc1ccc(OC)c(S(=O)(=O)N2CC=C(c3ccc(Cl)cc3)CC2)c1,6,1.0,-1,0.0
CN1CC=C2C(C#N)=C(N)C(C#N)(C#N)C(Cc3ccccc3)C2C1 (stereo not drawn),16,-1.3,12,1.0
Cc1cc2cc(CCNC(=O)c3c(F)cccc3Cl)c(=O)[nH]c2cc1C,15,-1.2,-1,0.7
CCOc1ccc2c(=O)c(Oc3ccccc3)coc2c1,1,0.4,-13,0.3
Nc1nnc(SCC(=O)NC(c2ccccc2)c2ccccc2)s1,4,-0.8,-9,0.3
CCOC(=O)C1=C(C)NC(=O)NC1c1ccc(Cl)c(Cl)c1 (stereo not drawn),-1,2.3,2,0.0
CC(C)n1c(N2CCN(c3ccccn3)CC2)nc2c(Nc3ccccc3)ncnc21,10,3.7,-6,0.1
NC(=O)c1ccc(NC(=O)CCCNC(=O)c2ccc(Cl)cc2)cc1,10,-0.3,2,0.8
COC(=O)C1=CNC=C(C(=O)OC)C1c1ccc(SC)cc1,-6,-0.2,-11,0.0
CCn1c(-c2ccc(OC)cc2)csc1=Nc1cccc([N+](=O)[O-])c1,24,3.6,-18,-0.2

# Another view of some results above:
molecule | MITF inh | GPR151 activ | TEAD-YAP block | FBW7 act
CN1CC=C2C(C#N)=C(N)C(C#N)(C#N)C(Cc3ccccc3)C2C1 (stereo not drawn) | 16 | -1.3 | 12 | 1.0
Cc1cc2cc(CCNC(=O)c3c(F)cccc3Cl)c(=O)[nH]c2cc1C | 15 | -1.2 | -1 | 0.7
CCOc1ccc2c(=O)c(Oc3ccccc3)coc2c1 | 1 | 0.4 | -13 | 0.3
Nc1nnc(SCC(=O)NC(c2ccccc2)c2ccccc2)s1 | 4 | -0.8 | -9 | 0.3
CCOC(=O)C1=C(C)NC(=O)NC1c1ccc(Cl)c(Cl)c1 (stereo not drawn) | -1 | 2.3 | 2 | 0.0
CC(C)n1c(N2CCN(c3ccccn3)CC2)nc2c(Nc3ccccc3)ncnc21 | 10 | 3.7 | -6 | 0.1
NC(=O)c1ccc(NC(=O)CCCNC(=O)c2ccc(Cl)cc2)cc1 | 10 | -0.3 | 2 | 0.8

# Next section.
SMILES,MITF inh,GPR151 activ,TEAD-YAP block,FBW7 act
COCc1cc(CN2CCN3C(=O)[C@H](CO)N(C)C(=O)[C@H]3C2)ccc1OC,9,0.5,-5,0.1
COc1ccc2cc(CN(Cc3cccnc3)C(=O)c3ccccc3F)c(=O)[nH]c2c1,-17,-0.2,-8,0.0
Cc1nn(-c2ccccc2)c(C)c1/C=N\NC(=O)c1ccccn1,8,-1.4,-53,0.1
CN(C)S(=O)(=O)c1ccc(C(=O)NCc2nnc(SCC(=O)Nc3nccs3)n2-c2cccc(C(F)(F)F)c2)cc1,8,-0.1,3,0.0
COC(=O)c1ccc2c(c1)N(Cc1ccccc1Cl)C(=O)CS2(=O)=O,4,-0.4,9,0.1
N#Cc1c(NC(=O)COC(=O)CN2C(=O)NC3(CCCC3)C2=O)sc2c1CCCCC2,1,0.0,-7,0.0
CCOC(=O)N1CCC(NCc2c(C(=O)O)c(C)n(Cc3cccc(Cl)c3)c2C)CC1,14,-0.7,-4,-0.3
COCC(C)NC(=O)c1ccc(OC(C)=O)cc1 (stereo not drawn),-4,0.5,-5,-0.2
Fc1ccccc1OCCSc1nc2ccc(Br)cc2[nH]1,-9,0.3,-11,0.0
CCOc1ccc(Br)cc1C(=O)N1CCCCC1,4,0.0,3,1.2
O=[N+]([O-])c1ccc2c(c1)S(=O)(=O)NC2=NC1CCCC1,-1,0.7,-2,-0.1
CCOC(=O)C1=C(C)n2c(s/c(=C/c3ccc(N(C)C)cc3)c2=O)=NC1c1ccc(O)c(OC)c1 (stereo not drawn),-9,-0.9,-31,1.2
CCOC(=O)C1=C(c2ccccc2)NC(=O)NC1c1cccc([N+](=O)[O-])c1 (stereo not drawn),-5,-0.5,10,-0.1
OC1CCCN(Cc2ccc3c(c2)Cc2ccccc2-3)C1 (stereo not drawn),6,-0.5,-38,-0.2
O=C(Nc1ccc(Br)cc1)c1cnn2c1NC(c1ccc(Br)cc1)CC2C(F)(F)F (stereo not drawn),-4,0.5,-1,0.5
Cc1ccc(Cl)c2sc(=NC(=O)c3cccc(N4C(=O)CCC4=O)c3)n(C)c12,7,0.2,-1,0.1
O=C1C(=O)c2c(C(=O)c3ccccc3)coc2-c2ccccc21,3,0.6,-44,-0.2
COc1ccc(C2=NC3(CCCCC3)N(CC(=O)Nc3ccccc3)C2=O)cc1,8,0.8,8,0.1
Cc1cccc(C(=O)NNC(=O)COc2ccc3ccccc3c2)c1,-9,1.2,0,0.0
CCc1ccccc1NC(=O)Nc1cccn(Cc2ccccc2Br)c1=O,-11,1.1,9,0.1
CCOc1ccc(NC(=O)COc2ccc(C)cc2C)cc1,5,0.1,3,-0.1
O=C(CC(=O)Nc1ccccn1)Nc1ccc2nc3n(c(=O)c2c1)CCCCC3,12,-0.4,5,0.3
COc1ccc(N2C(=O)C3ON(c4ccc(Cl)cc4)C(c4ccccc4)C3C2=O)cc1 (stereo not drawn),-2,-0.9,13,0.0
COc1cc2nc(Nc3ccc(N4CCOCC4)cc3)nc(NCCO)c2cc1OC,6,-0.1,-7,-0.2
CCOc1ccc(S(=O)(=O)N2CCCCC2)c2ccccc12,2,-0.8,6,0.1
NC(=O)c1ccccc1Nc1cc(NC(=O)Cc2ccc(F)c(F)c2)ncc1Cl,10,-0.9,83*,-0.1
C=CCN(CC=C)C(=O)c1ccccc1F,21,-0.4,3,0.4
CN(C)CCCNC(=S)N1CCn2c(nc3ccccc32)C1,-1,-0.1,13,0.1
COc1cccc(C(=O)Nc2cc(C)on2)c1,4,-4.2,-20,0.1
COC(=O)C12CC3CC(CC(NC(=O)c4cccc(-n5cnnn5)c4)(C3)C1)C2,2,1.1,-6,0.0
CCOC(=O)CN(N)C(=O)c1cccc([N+](=O)[O-])c1,-2,0.5,0,-0.1
CN(CC(=O)NCc1ccc(F)cc1)S(=O)(=O)c1ccc2[nH]c3c(c2c1)CCCC3,9,0.5,-6,0.2
O=C(CCc1nc2ccccc2[nH]1)N1CCC2(CC1)OCc1cc(Cl)ccc1O2,-7,-0.1,0,0.2
O=C1CCC(CCNCCOc2ccccc2)N1CCc1nc(-c2ccccc2)n[nH]1 (stereo not drawn),-12,-0.4,-4,-0.2
O=C(/C=C/c1ccc(Br)o1)c1ccccc1,12,-0.4,-20,0.0
O=C(CCC1CCCCC1)N1CCN(c2ncnc3c2nnn3-c2ccc(F)cc2)CC1,-12,-0.6,0,0.1
O=C(CNC(=O)Cn1cnc2sc3c(c2c1=O)CCCC3)NCc1ccco1,4,-0.4,10,-0.2
O=C(O)c1nccnc1C(=O)N1CCN(c2ncccn2)CC1,-1,1.3,-8,-0.5
COc1ccc(CCNC(=O)CN2C(=O)c3cccnc3C2=O)cc1OC,25,1.1,-9,-0.4
CCN(CC)CCN(C)Cc1ccc2c(c1)OCO2,11,0.1,-8,0.3
NC(=O)COC(=O)c1sc2ccccc2c1Cl,21,-1.0,-5,0.5
CC(C)C(=O)N=C1SC2CS(=O)(=O)CC2N1c1ccccc1 (stereo not drawn),-3,-0.9,4,0.1
COc1ccc(Cc2nc3sc4c(c3c(=O)n2N)CC(C)(C)OC4)cc1,13,-1.9,-2,0.3
CCCOc1ccc(C2C(=O)N(C3CCC(C)CC3)CC(=O)N2C2CCCCC2)cc1OC (stereo not drawn),2,-0.4,-2,0.4
CCOC(=O)N1CCC(NC(=O)c2cc(COc3ccc(F)cc3Cl)on2)CC1,-1,-0.7,12,0.1

# Profiles from above. Screens in order: MITF inh | GPR151 activ | TEAD-YAP block | FBW7 act
# `O=C(/C=C/c1ccc(Br)o1)c1ccccc1` across the screens: 12 | -0.4 | -20 | 0.0
# `O=C1CCC(CCNCCOc2ccccc2)N1CCc1nc(-c2ccccc2)n[nH]1` (stereo not drawn) across the screens: -12 | -0.4 | -4 | -0.2
# `CCOC(=O)CN(N)C(=O)c1cccc([N+](=O)[O-])c1` across the screens: -2 | 0.5 | 0 | -0.1
# `O=C(O)c1nccnc1C(=O)N1CCN(c2ncccn2)CC1` across the screens: -1 | 1.3 | -8 | -0.5

# (list continues)
SMILES,MITF inh,GPR151 activ,TEAD-YAP block,FBW7 act
O=[N+]([O-])c1cc(S(=O)(=O)N2CCCCC2)ccc1Cl,6,1.2,5,0.0
OC(CN1CCOCC1)CN(c1ccccc1)c1ccccc1 (stereo not drawn),15,1.0,-6,-0.1
CCOc1ccc(NC(=O)CC2C(=O)N(C)C(=S)N2Cc2ccc3c(c2)OCO3)cc1 (stereo not drawn),1,2.0,18,-0.1
O=C(COC(=O)c1cc[n+]([O-])cc1)Nc1ccc(Cl)cc1[N+](=O)[O-],-18,4.2,5,0.1
CCOc1ccc(NC(=O)c2cc3c(ccc4ccccc43)o2)cc1,7,-1.0,-5,0.3
Cc1ccc(NC(=O)/C=N/OCC(=O)Nc2cc(C(F)(F)F)cc(C(F)(F)F)c2)cc1,-6,-0.9,2,0.0
COC(=O)c1ccccc1NC(=O)CNS(=O)(=O)c1ccc(C)cc1,8,0.8,3,1.4
CC1(C)CC(=NNC(=O)C(=O)NN=C2CC(C)(C)NC(C)(C)C2)CC(C)(C)N1,7,-0.1,-11,-0.1
Cc1cc(OCC(=O)NNC(=O)COc2ccc([N+](=O)[O-])cc2)cc(C)c1Cl,5,0.9,15,0.0
COc1ccc(OC)c(NC(=O)C2CCC(C(=O)Nc3cc(OC)ccc3OC)CC2)c1 (stereo not drawn),-4,1.7,4,-0.2
C=Cc1ccc(Cn2c(C)c(CNCCC3=CCCCC3)c(C(=O)O)c2C)cc1,16,6.3*,-2,0.1
C=C/C(OC)=C(\C=C(/C)Cl)N(C(C)=O)C1=NCCCS1,11,0.4,1,-0.1
